LGR2 inh – Drosophila LGR2 receptor signaling inhibition | HEK293 LGR2, CRE-luciferase, bursicon-stimulated, 4 h | inhibition, % at 9.99 µM | 380,000 tested, 0.35% active;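 active = drop in luminescence signal, shown as inhibition above about 50% in the replicate tests, limit read from the data, passing the limit was not always enough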;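 note: agonist challenge used bursicon conditioned medium at about half maximal strength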
EWS-Fli block – blocks EWS/Fli oncoprotein-driven transcription | A673 NR0B1-luciferase reporter, viability-normalised | inhibition, % at 12.6 µM | 350,000 tested, 0.67% active | AID 651661;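 active = mean inhibition of at least 50% after viability correction, with every replicate also passing that limit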;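 note: firefly luciferase signal divided by Alamar Blue viability fluorescence both relative to DMSO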
PGC1a acetyl inh – PGC1a acetylation modulation, inhibitor mode; U2OS PGC1a acetylation, AlphaScreen anti-acetyl-lysine; with virally co-expressed GCN5 acetyltransferase; inhibition, % at 15.6 µM; 350,000 tested, 0.17% active; AID 651687;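 active = every replicate shows inhibition of at least 40%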;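 note: 0% = neutral control wells and 100% = positive control wells; some results beyond the cut were filed as inactive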
PAX8 inh HTS – inhibitors of PAX8 transcriptional activity in RMG-I cells; inhibition, % at 12.6 µM; RMG-I TPO-luciferase reporter, SteadyGlo, 24 h; 360,000 tested, 1.2% active;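 active = mean replicate inhibition at least 60% with every replicate also reaching 60%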;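 note: luciferase light reporting Pax8 driven TPO promoter activity; plate controls were median of neutral control wells for no effect and mitoxantrone controls for full effect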
PglD inh – blocks C. jejuni PglD acetyltransferase activity | 360,000 tested, 0.098% active | purified PglD enzyme, DTNB colorimetric CoA detection | AID 602405 | inhibition, % at 12.5 µM; in the data active = inhibition above about 16%, passing the limit was not always enough; note: strong numbers were not always called active
S100A4 MyoIIA – inhibitors of human S100A4 binding to myosin IIA peptide; P26447; S100A4/TAMRA-MyoIIA peptide fluorescence polarization; inhibition, % at 10.7 µM; 360,000 tested, 0.14% active; AID 652163;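 active = mean inhibition of at least 70% across replicates, with every replicate also reaching that level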
Target sequence (P26447 whole entry, looked up): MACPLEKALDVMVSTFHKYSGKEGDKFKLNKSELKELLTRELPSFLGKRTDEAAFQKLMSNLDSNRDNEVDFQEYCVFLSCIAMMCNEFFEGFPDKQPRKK
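Material: S100A4 monomer protein | Medium: HEPES pH 7.2 with CaCl2, KCl, NaCl, DTT, Triton | Reagent: Labelled myosin peptide probe, 5 nM | Doses: One dose per compound | Times: 5 min incubation before reading | Benchmarks: Neutral control DMSO, positive control TFP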
FN deposit inh – fibronectin deposition inhibition. AH1F fibroblasts, Alexa488-fibronectin deposition fluorescence, overnight. inhibition, % at 12.6 µM. 350,000 tested, 0.086% active. AID 743247;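 active = mean inhibition across replicates of 30% or more, regardless of how many single replicates reach that level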;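 note: positive control wells lacked labelled fibronectin entirely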
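Material: AH1F fibroblast monolayer depositing Alexa488-labelled fibronectin into matrix / Amount: 10000 AH1F cells per well / Signal: fluorescence 485/525 nm / Medium: DMEM, 2% serum / Compound: single dose, pinned / Incubation: 1 h cell adhesion before compound, then overnight fibronectin incubation / Reagent: Alexa488-FN, 24 nM final / Read-out: inhibition of fibronectin deposition signal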
ERAP1 inh – blocks human ERAP1 aminopeptidase activity; recombinant ERAP1, Leu-AMC fluorescence, 60 min; inhibition, % at 10.7 µM; 340,000 tested, 0.15% active; AID 652197;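 active = mean replicate inhibition of at least 30%, or all replicates individually reaching that 30% level; inactive = mean below 30% and not every replicate reaching it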;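 note: 0% = neutral control wells and 100% = L-leucinethiol positive control wells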
Target sequence (Q9NZ08 whole entry, looked up): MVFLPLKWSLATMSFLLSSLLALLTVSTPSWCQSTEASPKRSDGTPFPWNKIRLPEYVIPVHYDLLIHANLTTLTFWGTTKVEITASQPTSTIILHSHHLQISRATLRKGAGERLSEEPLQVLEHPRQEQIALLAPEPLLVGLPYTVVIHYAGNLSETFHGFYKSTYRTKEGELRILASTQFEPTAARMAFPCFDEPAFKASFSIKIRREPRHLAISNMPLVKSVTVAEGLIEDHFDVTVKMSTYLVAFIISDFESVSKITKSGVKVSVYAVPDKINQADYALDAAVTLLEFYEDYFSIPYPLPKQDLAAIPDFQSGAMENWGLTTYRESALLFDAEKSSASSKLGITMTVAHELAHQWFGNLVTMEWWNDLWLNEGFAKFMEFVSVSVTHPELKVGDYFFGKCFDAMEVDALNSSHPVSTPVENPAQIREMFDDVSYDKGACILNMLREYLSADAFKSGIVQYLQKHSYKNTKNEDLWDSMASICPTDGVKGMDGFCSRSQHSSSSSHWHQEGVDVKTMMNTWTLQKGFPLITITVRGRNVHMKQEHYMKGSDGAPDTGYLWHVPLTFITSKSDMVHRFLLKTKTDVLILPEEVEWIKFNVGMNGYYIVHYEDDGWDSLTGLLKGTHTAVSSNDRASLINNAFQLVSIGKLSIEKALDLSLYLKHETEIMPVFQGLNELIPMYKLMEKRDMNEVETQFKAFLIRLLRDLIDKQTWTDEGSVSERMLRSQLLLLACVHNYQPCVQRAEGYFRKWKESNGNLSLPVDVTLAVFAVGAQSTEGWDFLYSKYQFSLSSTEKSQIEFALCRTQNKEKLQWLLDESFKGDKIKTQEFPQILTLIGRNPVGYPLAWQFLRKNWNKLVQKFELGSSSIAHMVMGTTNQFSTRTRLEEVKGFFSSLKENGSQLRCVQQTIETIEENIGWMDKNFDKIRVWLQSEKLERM
* hit, by the source's call; · = not tested or not shown. This is a random part of the collection. Share with any hit: about 2.1%.

SMILES	LGR2 inh	EWS-Fli block	PGC1a acetyl inh	PAX8 inh HTS	PglD inh	S100A4 MyoIIA	FN deposit inh	ERAP1 inh
O=C(C1CCCO1)N1CCN(Cc2c(O)ccc3ccccc23)CC1 (stereo unspecified)	·	·	-191	5	3	·	-2	·
CN(c1ccc(C(=O)N2CCN(c3ccccc3F)CC2)cc1)S(=O)(=O)c1ccccc1	-2	8	-19	12	-1	-16	-2	-2
C[C@H]1CN([C@@H](C)CO)S(=O)(=O)c2ccc(C#Cc3ccncc3)cc2O[C@H]1CN(C)C	-4	-12	-1	·	-3	-13	-9	-1
CC(C)CCOc1ccc(C(=O)NCC(c2ccco2)N(C)C)cc1 (stereo unspecified)	-3	-1	8	13	0	-4	-14	-1
COc1ccc(S(=O)(=O)N(C)C[C@@H]2Oc3cc(C#CC4CCCCC4)ccc3S(=O)(=O)N([C@H](C)CO)C[C@H]2C)cc1	12	34	-5	·	-2	8	·	-2
CCCN1C[C@@H](C)[C@@H](OC)CN(C)C(=O)c2cc(NC(=O)NC3CCCC3)ccc2OC[C@H]1C	16	-2	2	-15	·	13	-2	0
CC1CCN(C(=O)c2ccccc2NC(=O)Nc2ccccc2)CC1	-3	-4	·	-12	9	1	-3	-2
O=C(CCC(=O)OCC(=O)c1ccc(C(F)(F)F)cc1)OCC(=O)c1ccc(C(F)(F)F)cc1	20	7	-6	-8	1	1	3	·
CCC(=O)NC[C@H]1[C@H](c2ccc(C3=CCCC3)cc2)[C@@H](CO)N1C(C)=O	-5	-3	3	-14	-2	35	·	-1
COc1cccc(OC)c1C(=O)Nc1cccc(-n2cnnn2)c1	1	·	0	-23	8	-5	4	2
COc1ccc(N2CCN(C(=O)c3cccc(NC4=NC5CS(=O)(=O)CC5S4)c3)CC2)cc1 (stereo unspecified)	3	·	-1	-13	1	2	3	-3
Cc1ccc(-c2nnc(NCCCO)c3ccccc23)cc1	-6	8	·	28	6	-5	0	-2
CN(C)C(=O)C[C@@H]1CC[C@@H]2[C@H](COC[C@H](O)CN2C(=O)C2CC2)O1	0	19	3	6	8	50	-5	-1
COc1cccc(C(=O)COC(=O)C2CC(=O)N(c3ccc(Oc4ccccc4OC)cc3)C2)c1 (stereo unspecified)	9	3	·	12	5	-2	-9	1
CC(C)=CCc1c(O)cc2c(=O)c3ccc(O)cc3oc2c1O	-91	4	-5	·	1	3	·	0
COc1ccc(/C(C)=N/OC/C(O)=C(\C#N)c2nc3ccccc3[nH]2)cc1	·	-12	-4	33	3	-11	9	0
C=C1CN(CC(=O)OC)S(=O)(=O)c2ccccc21	-20	-11	9	-44	4	-1	19	1
CO[C@@H]1CN(C)C(=O)c2cc(NC(=O)Nc3ccccc3Cl)ccc2OC[C@@H](C)N(C)C[C@H]1C	-10	10	4	·	-1	-14	20	-2
C[C@@H]1CN([C@H](C)CO)C(=O)c2cc(NC(=O)NC3CCCCC3)ccc2O[C@H]1CN(C)Cc1ccc(Cl)c(Cl)c1	-11	0	-6	·	2	15	-6	2
O=C(CN1C(=O)NC2(CCCC2)C1=O)Nc1cccc(Cl)c1	-9	0	7	3	·	-4	-10	1

Three compounds already listed, sorted by their value in ERAP1 inh, rising.
molecule	LGR2 inh	PGC1a acetyl inh	PglD inh	S100A4 MyoIIA	ERAP1 inh
COc1ccc(N2CCN(C(=O)c3cccc(NC4=NC5CS(=O)(=O)CC5S4)c3)CC2)cc1 (stereo unspecified)	3	-1	1	2	-3
CCC(=O)NC[C@H]1[C@H](c2ccc(C3=CCCC3)cc2)[C@@H](CO)N1C(C)=O	-5	3	-2	35	-1
C=C1CN(CC(=O)OC)S(=O)(=O)c2ccccc21	-20	9	4	-1	1

Other results
SMILES	LGR2 inh	EWS-Fli block	PGC1a acetyl inh	PAX8 inh HTS	PglD inh	S100A4 MyoIIA	FN deposit inh	ERAP1 inh
FC(F)(F)c1cccc(-c2ccc(/C=N/Nc3nncc(-c4ccccc4)n3)o2)c1	·	1	·	4	·	0	-12	5
Cc1noc(C)c1NC(=O)Nc1ccc2c(c1)CC(=O)N([C@H](C)CO)C[C@@H](C)[C@H](CN(C)C(=O)Nc1ccc(F)cc1)O2	-6	-3	1	-5	3	9	·	-2
O=C(NCCCN1CCOCC1)c1ccccc1NS(=O)(=O)c1ccc(F)cc1	20	-19	14	-14	·	-4	·	-2
C[C@@H]1CN([C@H](C)CO)C(=O)c2cc(NC(=O)c3ccncc3)ccc2O[C@@H](C)CCCCO[C@@H]1CN(C)S(=O)(=O)c1ccc(F)cc1	-23	-1	5	·	-2	-22	2	0
CCOc1ccc(C(=O)NCC(=O)NCCCn2nc(C)cc2C)cc1OCC	-2	-3	0	·	3	2	2	2
CCC(=O)N(C)C[C@@H]1Oc2cc(C#Cc3ccccc3)ccc2S(=O)(=O)N([C@@H](C)CO)C[C@H]1C	5	2	-2	23	1	5	-3	1
COC(=O)CCCC[C@@H]1SC[C@@H](NC(=O)OC)[C@@H]1NC(=O)OC	·	·	-12	10	1	·	4	·
O=C(C1CCCC1)N1CC2(C1)[C@H](c1ccccc1)[C@@H](CO)N2C(=O)NC1CCCC1	-9	0	-16	·	·	-1	0	1
CCCCOC(=O)c1ccc(NC(=O)CSC2=Nc3ccccc3C3CC=NN23)cc1 (stereo unspecified)	·	·	-17	-13	0	·	-11	·
C[C@@H]1CN([C@@H](C)CO)S(=O)(=O)c2ccc(/C=C/c3ccccc3)cc2O[C@@H]1CN(C)C	1	2	-24	·	1	8	1	-2
Cc1cc2nc[nH]c2cc1[N+](=O)[O-]	2	-9	6	-10	·	4	·	7
COc1ccc(Cl)cc1NC(=O)CNCC(c1ccccc1)N(C)C (stereo unspecified)	1	8	-9	10	·	7	8	0
O=C(Nc1cccnc1)c1cccc(S(=O)(=O)N2CCOCC2)c1	-1	5	2	·	·	-1	·	-2
O=C(CN1C(=O)COc2ccccc21)NC1CCCC1	-3	-5	·	-12	3	7	-4	-4
CCc1c(C)nc2ncnn2c1Nc1ccc(C)cc1	1	7	15	27	0	0	0	-1
COc1c(S(=O)(=O)Nc2cccnc2)ccc(Cl)c1Cl	3	-6	10	1	·	-6	-1	0
COc1cc(C2C(C#N)=C(N)Oc3cc4c(cc32)OCO4)cc(OC)c1OC (stereo unspecified)	3	62*	·	96*	·	-3	·	0
CC(=O)c1c[nH]c(C(=O)NCc2ccccc2Cl)c1	-5	21	-5	23	3	-5	-1	-4
Cc1ccc(N2C(=O)c3cccc4c(C(=O)O)ccc(c34)C2=O)cc1	1	-8	·	-9	·	-11	8	-1
Cc1noc(C)c1S(=O)(=O)Nc1ccc2c(c1)C(=O)N([C@H](C)CO)C[C@H](C)[C@@H](CN(C)S(C)(=O)=O)OCCCC[C@H](C)O2	-12	-9	12	·	0	0	·	-6
COc1ccc(C(O)P(=O)(OCC(C)C)OCC(C)C)c(OC)c1 (stereo unspecified)	·	-9	-5	6	1	2	3	1
CN1c2ccc(Br)cc2[C@H]2[C@H](CCN2C(=O)C2CCC2)[C@@H]1CO	-6	1	1	·	·	4	-7	7
CC(=O)c1cccc(S(=O)(=O)N2CCCC(c3nc4c(nnn4Cc4cccc(Cl)c4)c(=O)[nH]3)C2)c1 (stereo unspecified)	-27	15	8	20	-4	-2	1	-3
C/C(=N\O)C1CC(CC(=O)O)C1(C)C (stereo unspecified)	8	-9	·	2	1	13	3	2
CC(C)NC(=O)N(C)C[C@H]1OCCCC[C@@H](C)Oc2ccc(NS(C)(=O)=O)cc2C(=O)N([C@@H](C)CO)C[C@H]1C	-2	-8	-11	-2	-6	1	·	-3
COc1ccccc1N1CCN(C(=O)CSc2nnc3c4ccccc4n(CC(=O)O)c3n2)CC1	-15	-18	·	38	-7	8	15	0
O=C(C[C@H]1C=C[C@@H](NC(=O)Nc2ccc(C(F)(F)F)cc2)[C@H](CO)O1)NCc1cc(F)cc(F)c1	1	0	-6	12	-1	-27	-10	-2
COc1ccc(S(=O)(=O)N[C@H]2CC[C@H](CCn3cc(C(C)C)nn3)O[C@@H]2CO)cc1	5	-8	-4	1	-4	-5	-9	0
O=S(=O)(c1ccccc1)N(F)S(=O)(=O)c1ccccc1	-15	1	·	4	4	-4	·	1
Cc1ccc(S(=O)(=O)N(C)CC(=O)NNC(=O)CCC(=O)c2ccc(F)cc2)cc1	-8	8	-16	-1	0	0	-4	-2
O=S(=O)(NCc1nc2ccccc2[nH]1)c1ccccc1	-2	-7	7	-6	5	-3	4	-1
CC(Oc1ccccc1F)c1ccnc2nc(/N=C/N(C)C)nn12 (stereo unspecified)	-4	-4	·	-6	·	1	-3	-1
Cc1ccc(S(=O)(=O)Nc2ccc3c(c2)C(=O)N([C@@H](C)CO)C[C@H](C)[C@@H](CN(C)C(=O)NC(C)C)OCCCC[C@H](C)O3)cc1	-25	-7	6	7	8	-10	7	-5
CCOc1ccccc1N(CC)C(=O)Cn1ncc2c(=O)oc3ccccc3c21	7	-1	6	5	3	1	10	6
CCC(C(=O)OCC(=O)c1c(N)n(CC(C)C)c(=O)n(C)c1=O)c1ccccc1 (stereo unspecified)	0	26	9	17	1	5	-3	-1
COC(=O)[C@@H]1[C@@H](CO)[C@@H]2Cn3c(ccc(-c4ccccc4)c3=O)[C@@H]2N1C(=O)CC1CC1	8	-4	·	-9	-1	76*	·	8
C[C@@H]1CN([C@H](C)CO)C(=O)c2cc(C#Cc3cccnc3)cnc2O[C@H]1CN(C)S(C)(=O)=O	14	-2	2	·	-2	12	·	0
C[C@H](CO)N1C[C@H](C)[C@H](CN(C)C(=O)Nc2cccc3ccccc23)Oc2ccc(NC(=O)Cc3cn(C)c4ccccc34)cc2CC1=O	19	-5	-11	7	0	-15	3	1
CCOc1ccccc1N1CCN(C(=O)c2csc(C)c2CC)CC1	7	5	0	16	-1	-2	-3	0
CC(C)CCNC(=O)c1cccc(C(=O)NCCC(C)C)c1	·	·	3	4	-4	·	-2	·
CC1Cc2cc(/C(O)=C3/C(=O)C(=O)N(CCN4CCOCC4)C3c3ccc(C(C)C)cc3)ccc2O1 (stereo unspecified)	6	-6	-6	30	-1	-2	-2	2
CCOC1=C2CN(S(=O)(=O)c3ccc(C)cc3)[C@H](c3ccccc3)C[C@H]2n2c(=O)n(-c3ccccc3)c(=O)n2C1	-2	-13	-12	3	-1	-6	·	·
CCOC(=O)c1cccc(NC(=O)c2ccc3c(c2)OCO3)c1	-61	71*	·	-107	-4	3	6	-2
COc1ccc(/C=N/NC(=S)Nc2ccccc2)cc1COc1ccc(F)cc1	26	·	-5	-12	5	·	-1	·
CCCN1C[C@H](C)[C@@H](OC)CN(C)C(=O)c2cc(NC(=O)c3ccccc3F)ccc2OC[C@@H]1C	6	5	-10	6	1	-7	17	-1
CC(C)C(NS(=O)(=O)c1ccc2c(c1)C(C)(C)C(=O)N2C)C(=O)NCc1ccccc1Cl (stereo unspecified)	·	7	-4	3	·	-1	-5	-3
Cc1cc(NC(=O)COC(=O)c2ccc(S(=O)(=O)C(F)F)cc2)n(-c2ccccc2)n1	10	-2	4	-9	6	5	·	1
O=[N+]([O-])/C=C1\C=CC=CN1Cc1ccc(Cl)cc1	-1	-1	-8	5	-11	6	-4	3
COc1ccc(NC(=O)CCS(=O)(=O)c2ccc3c(c2)oc(=O)n3C)cc1	-10	-4	·	1	-3	-3	5	4
c1ccc(NCCc2ccccn2)cc1	-28	-47	-3	-93	1	-3	5	0

Screens deposited in PubChem by Broad Institute.
